Anthrax LF prot: blocks Bacillus anthracis lethal factor protease. AID 588501. P15917. inhibition, % at 10 µM. hit rate 0.12% among 360,000. multiplex microsphere protease cleavage assay, LF; note: plate controls were buffer without enzyme for full effect and enzyme alone for no effect
Target sequence (P15917 whole entry, looked up): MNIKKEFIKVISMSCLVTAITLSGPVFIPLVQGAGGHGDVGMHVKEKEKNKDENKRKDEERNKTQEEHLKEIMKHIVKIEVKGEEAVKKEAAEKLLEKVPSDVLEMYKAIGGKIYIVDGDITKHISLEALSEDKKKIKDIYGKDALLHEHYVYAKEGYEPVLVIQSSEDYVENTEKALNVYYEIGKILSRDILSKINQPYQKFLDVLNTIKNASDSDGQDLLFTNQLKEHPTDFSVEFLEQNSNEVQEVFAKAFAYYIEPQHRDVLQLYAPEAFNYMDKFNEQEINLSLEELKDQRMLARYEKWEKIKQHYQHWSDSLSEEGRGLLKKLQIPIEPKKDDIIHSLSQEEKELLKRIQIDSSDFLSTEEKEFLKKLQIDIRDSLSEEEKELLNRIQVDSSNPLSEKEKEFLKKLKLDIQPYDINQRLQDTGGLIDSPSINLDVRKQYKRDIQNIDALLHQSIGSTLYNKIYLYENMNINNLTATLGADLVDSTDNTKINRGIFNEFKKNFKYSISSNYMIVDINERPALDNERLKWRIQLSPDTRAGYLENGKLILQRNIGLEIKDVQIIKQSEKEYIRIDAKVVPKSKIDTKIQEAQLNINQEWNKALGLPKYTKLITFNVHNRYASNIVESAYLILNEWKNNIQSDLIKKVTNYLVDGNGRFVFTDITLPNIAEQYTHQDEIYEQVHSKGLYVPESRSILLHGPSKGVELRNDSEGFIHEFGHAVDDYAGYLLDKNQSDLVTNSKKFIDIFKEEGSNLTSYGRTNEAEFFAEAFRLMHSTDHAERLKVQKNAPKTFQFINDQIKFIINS
VHR inh abs: inhibitors of human VHR1 phosphatase (DUSP3). P51452. recombinant VHR phosphatase, pNPP absorbance. inhibition, % at 13.3 µM. hit rate 0.52% among 290,000. AID 1654; in the data active = inhibition above about 50%; note: some compounds called inactive have numbers as strong as hits
Target sequence (P51452 whole entry, looked up): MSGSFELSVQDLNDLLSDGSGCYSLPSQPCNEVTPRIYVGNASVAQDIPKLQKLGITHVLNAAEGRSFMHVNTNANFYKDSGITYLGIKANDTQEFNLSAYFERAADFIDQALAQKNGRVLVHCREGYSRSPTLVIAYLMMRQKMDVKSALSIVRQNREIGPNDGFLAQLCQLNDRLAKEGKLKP
BoNT A protease: BoNT A light chain protease inhibition | multiplex microsphere protease substrate cleavage, flow cytometry | inhibition, % at 10 µM | hit rate 0.17% among 360,000; note: plate controls were buffer without enzyme for full effect and enzyme alone for no effect
TcdB inh: blocks C. difficile toxin B glycohydrolase activity; AID 652162; inhibition, % at 9.99 µM; hit rate 0.24% among 350,000; TcdB glycohydrolase enzymatic assay, plate reader; P18177; in the data active = inhibition above about 10%
PfHsp40 yeast: restores yeast growth despite PfHsp40 toxicity | S. cerevisiae expressing PfHsp40, growth rescue, ATP luminescence | growth rescue, % at 12.5 µM | hit rate 0.68% among 340,000 | AID 504582; in the data active = growth rescue above about 28%, passing the limit was not always enough; inconclusive = no clear call, values can overlap the other calls;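 note: yeast W303a lacking pdr1 and pdr3 grown in galactose medium; growth measured after three days at 30 °C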
SARS 3CLpro inh: SARS-CoV 3CLpro protease inhibition. P0C6X7. recombinant SARS-CoV 3CLpro, quenched FRET peptide cleavage. inhibition, % at 6 µM. hit rate 0.14% among 290,000. AID 1706; in the data active = inhibition above about 12%
CCHF vOTU inh: blocks the CCHF virus ovarian tumor domain protease; CCHFV vOTU protease, Pep-AMC fluorescence; inhibition, % at 11.5 µM; hit rate 0.55% among 370,000; in the data active = inhibition above about 30%; note: 0% = vehicle wells with enzyme and 100% = no enzyme wells
PriA SSB inh: inhibitors of Klebsiella pneumoniae PriA binding to SSB C-terminal tail | AlphaScreen SSBct-PriA binding, biotinylated peptide | inhibition, % at 33 µM | hit rate 0.6% among 430,000 | AID 1272365; in the data active = inhibition mostly above about 37%, no sharp cut-off; inactive = mostly below about 20%;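 note: plate controls were negative control peptide for no effect and reference peptide for full effect; strong numbers were not always called active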
Yp Topo-I inh: inhibitors of Yersinia pestis topoisomerase I. Y. pestis Topo-I cleavage product accumulation, plate reader. activity, % at 10 µM. hit rate 0.064% among 360,000; in the data active = activity above about 50%, passing the limit was not always enough; inconclusive = no clear call, values can overlap the other calls; note: inactives centre near 2
Vc quorum ag: inducers of Vibrio cholerae quorum light production without autoinducers. hit rate 0.16% among 350,000. AID 588436. activation, % at 18.7 µM. V. cholerae BH1578 lux reporter, luminescence, 6 h; in the data active = activation mostly above about 9.7%, no sharp cut-off; inconclusive = no clear call, values can overlap the other calls; inactive = mostly below about 3.7%; note: not every result past the cut was called active; inactives centre near 0; reference of the scale not given here
Active calls of the source: *; i = inactive; ? = inconclusive; . = not tested or not shown; & = joins results of further samples. Cut-off read from the data, not from the text of the source, unless noted: active = inhibition above about 30%; inconclusive = no clear call, values can overlap the other calls; inactive = below that.

SMILES | Anthrax LF prot | VHR inh abs | BoNT A protease | TcdB inh | PfHsp40 yeast | SARS 3CLpro inh | CCHF vOTU inh | PriA SSB inh | Yp Topo-I inh | Vc quorum ag
CC(=O)c1cccc(OCC(=O)N(Cc2ccco2)c2c(N)n(Cc3ccccc3)c(=O)[nH]c2=O)c1 | -1 | . | -0.4 | 0.4 | 0.2 | . | 9 | -6 | 3 | -0.6
COc1ccc2c(c1)N(C(=O)CSc1n[nH]c(C)n1)C(C)(C)C=C2C | -2 | -20 | 1.4 | . | -0.6 | 3 | 9 | -9 | -8 | i
COc1ccc(/C=C(\C#N)C(=O)NCc2ccccc2)cc1O | -2 | 6 | -3.2 | 0.9 | 0.2 | -4 | 6 | -18 | -4 | -0.3
CCC(C)(NC(=O)c1cccc(N2C(=O)CSC2c2ccccc2)c1)C(=O)Nc1ccccc1C (configuration not stated) | -2 | 18 | 1.0 | . | 0.3 | -8 | -8 | -7 | 9 | 3.8
COc1ccc(N2CCN(C(=S)NC(C)c3ccccc3)CC2)cc1 (configuration not stated) | -1 | 12 | -0.2 | 4.9 | 0.1 | -2 | -4 | 13 | -6 | -1.1
COc1cc(OC)cc(C(=O)N2CCC(N3CCN(c4ccccc4OC)CC3)CC2)c1 | -4 | 2 | -0.1 | 2.9 | 0.7 | 2 | -11 | -3 | 7 | -0.3
CC(C)(C)NC(=O)COC(=O)/C=C/c1ccc(F)cc1 | -1 | 0 | -0.9 | 1.2 | -1.2 | 1 | 2 | -4 | -1 | 2.1
COc1cccc(NC(=O)CSc2nc3n[nH]c(C)c3c(=N)n2-c2cccc(OC)c2)c1 | -2 | 31 | 0.5 | . | 1.9 | -4 | 0 | -3 | 7 | -0.7
CCC(=O)N1CCc2cc(Br)c(S(=O)(=O)NCCN3CCCCC3CC)cc21 (configuration not stated) | 2 | . | -1.0 | 1.0 | -1.1 | . | -2 | -9 | 2 | i
CCn1c(SCC(=O)Nc2cc(F)ccc2C)nnc1-c1ccccc1O | 2 | -5 | 0.0 | . | 1.9 | -2 | -1 | -11 | -1 | -1.0
CCn1c(-c2ccncc2)n[nH]c1=S | -2 | 22 | -0.1 | 4.7 | -1.1 | 3 | -2 | -10 | 0 | i
CC(C)(C)c1cc(Br)c(O)c(N=Nc2ccc(S(=O)(=O)N3CCOCC3)cc2)c1 | -5 | 3 | 1.1 | 0.7 | -2.1 | -1 | 0 | 28 | 11 | 0.2
CC(=O)/C=C/c1ccccc1O | 0 | 32 | 0.3 | 1.5 | 2.0 | -3 | -16 | 2&-11 | 1 | -0.6
O=C(COC(=O)COc1ccc(Cl)cc1)NCCNC(=O)COC(=O)COc1ccc(Cl)cc1 | -4 | . | 3.7 | 1.8 | -0.6 | . | -9 | 8 | 31 | -0.5
COc1ccc(CNc2ccc(-c3ccc(OC)cc3)nn2)cc1 | 0 | 29 | -0.1 | . | -0.7 | 0 | 0 | 3 | 5 | -0.2
CCCC(C)NC(=O)Cc1ccccc1 (configuration not stated) | 0 | 6 | 0.9 | 0.6 | 0.9 | -5 | -7 | 2 | 8 | -0.3
COc1cc(CN2CCN(CCc3ccccc3)C(CCO)C2)cc(OC)c1 (configuration not stated) | -1 | 44 | -0.5 | 0.3 | 1.5 | -1 | 10 | 5 | 5 | i
COc1cccc(CNC(=O)CCNS(=O)(=O)c2cccs2)c1 | -12 | 6 | -0.9 | . | -1.7 | 0 | -5 | -15 | -9 | -0.3
CCCN1CCC(=O)N(CCSc2ccc(C)cc2)CC1 | 5 | 15 | -0.4 | -0.1 | -1.9 | . | 11 | -6 | 0 | -0.9
COc1ccc(NC(=O)CN(C)C(=O)CCc2c[nH]c3ccccc23)cc1 | 0 | 23 | -0.3 | -1.4 | -0.6 | -6 | 19 | 1 | -1 | i
CCOC(=O)C1=C(C)N=C2SC(C)C(=O)N2C1c1ccc(OC(C)=O)c(OC)c1 (configuration not stated) | . | -13 | . | . | 1.4 | 2 | 2 | -11 | 14 | -0.4
O=C(Cc1ccc(Cl)cc1)NNC1CC(=O)N(c2ccc3ccccc3c2)C1=O (configuration not stated) | -1 | 15 | 0.2 | -1.0 | 0.3 | -4 | 4 | -4 | 1 | i
Cc1cccc(OCC(=O)Nc2ccc(NC(=O)c3ccco3)c(C)c2)c1 | -11 | 15 | -1.4 | 1.3 | -0.1 | -1 | 7 | -16 | 11 | -3.8
COc1ccc(CCCNC(=O)C2CCC(=O)N(Cc3ccc(Cl)cc3)C2)cc1 (configuration not stated) | -3 | -4 | 2.1 | -2.0 | -0.4 | -2 | 9 | -9 | 27 | -0.9
COc1ccccc1Oc1nc(C)c(C(C)=O)cc1C#N | -2 | 12 | -2.9 | 0.8 | -0.4 | 2 | 0 | -8 | 5 | i

Full records, quoted from the list. Values in the order: Anthrax LF prot | VHR inh abs | BoNT A protease | TcdB inh | PfHsp40 yeast | SARS 3CLpro inh | CCHF vOTU inh | PriA SSB inh | Yp Topo-I inh | Vc quorum ag
Profile of `CCCN1CCC(=O)N(CCSc2ccc(C)cc2)CC1` → 5 | 15 | -0.4 | -0.1 | -1.9 | . | 11 | -6 | 0 | -0.9
Profile of `CCCC(C)NC(=O)Cc1ccccc1` (configuration not stated) → 0 | 6 | 0.9 | 0.6 | 0.9 | -5 | -7 | 2 | 8 | -0.3

Structures shown so far containing fluorine, in the order listed:
SMILES | Anthrax LF prot | VHR inh abs | BoNT A protease | TcdB inh | PfHsp40 yeast | SARS 3CLpro inh | CCHF vOTU inh | PriA SSB inh | Yp Topo-I inh | Vc quorum ag
CC(C)(C)NC(=O)COC(=O)/C=C/c1ccc(F)cc1 | -1 | 0 | -0.9 | 1.2 | -1.2 | 1 | 2 | -4 | -1 | 2.1
CCn1c(SCC(=O)Nc2cc(F)ccc2C)nnc1-c1ccccc1O | 2 | -5 | 0.0 | . | 1.9 | -2 | -1 | -11 | -1 | -1.0

Looked up above.
CCC(=O)N1CCc2cc(Br)c(S(=O)(=O)NCCN3CCCCC3CC)cc21 (configuration not stated) in PriA SSB inh reads -9
CCn1c(SCC(=O)Nc2cc(F)ccc2C)nnc1-c1ccccc1O in BoNT A protease reads 0.0

Next part:
SMILES | Anthrax LF prot | VHR inh abs | BoNT A protease | TcdB inh | PfHsp40 yeast | SARS 3CLpro inh | CCHF vOTU inh | PriA SSB inh | Yp Topo-I inh | Vc quorum ag
CCOc1ccc(CC(=O)NNC(=S)NC)cc1Br | -5 | -11 | 0.2 | -0.1 | . | -2 | -14 | 4 | -3 | -1.2
CCCCn1c(N)c(N(CCOC)C(=O)CSc2nnc(-c3ccc(F)cc3)n2N)c(=O)[nH]c1=O | ? | . | 0.3 | -1.1 | 5.3 | . | 2 | 0 | 0 | -1.4
CCCCOc1ccc(-c2c(C#N)c(N)[nH]c(=S)c2C#N)cc1 | -1 | 1 | 0.4 | -0.6 | . | 2 | -6 | 5 | -2 | -1.4
COc1ccc2c3n(nc2c1)CCN=C3c1ccc(Cl)cc1 | -4 | . | 0.7 | 0.4 | -0.9 | . | -1 | -1 | 5 | 0.0
CN(C)c1ccc(/C=N/n2c(COc3ccccc3)n[nH]c2=S)cc1 | 3 | 2 | 3.0 | 0.9 | -1.1 | 2 | 19 | . | -1 | -0.6
Cc1nn(-c2ccccc2)c(N)c1N=O | 1 | 5 | 0.1 | 1.1 | . | -4 | -8 | 4 | -3 | 1.4
CC(C)(C)OC(=O)N/N=C\c1ccc[nH]1 | -2 | 15 | -0.1 | -0.4 | 0.2 | -4 | -12 | . | -5 | i
CN(C)S(=O)(=O)Oc1cccc(C(=O)Nc2ccc(Cl)c(Cl)c2)c1 | -4 | 7 | 1.1 | . | 233* | 4 | 6 | -34 | -11 | 0.7
C[C@@H]1C(=O)O[C@H]2[C@H](O)[C@]34[C@@H]5OC(=O)[C@]3(OC3OC(=O)[C@H](O)C34[C@H](C(C)(C)C)[C@@H]5O)[C@@]12O (some centres not stated) | 2 | . | 0.2 | 1.5 | -0.6 | . | 6 | -3 | -3 | -0.6
COC(=O)c1cc(S(=O)(=O)Nc2c(C)cccc2C)cn1C | -5 | 6 | 4.5 | 0.9 | -0.6 | 0 | 3 | -3 | 2 | -0.2
CC1(C)OC(=O)C2=C(CC(c3ccccc3)OC2CCc2ccccc2)O1 (configuration not stated) | -6 | . | 0.2 | -2.3 | . | . | 1 | . | 43 | i
CC(=O)Nc1ccc(S(=O)(=O)Nc2nc3ccccc3nc2N2CCOCC2)cc1 | -6 | . | 0.4 | -0.9 | -0.4 | . | 22 | -2 | 1 | i
O=C(O)CSc1nc2ccccc2n1Cc1ccccc1 | -5 | 1 | 0.1 | 2.0 | -0.2 | 0 | -6 | 6 | 5 | -0.6
COc1ccc(Cn2c(=O)c3[nH]cnc3n(-c3ccccc3C)c2=O)cc1 | 10 | 33 | ? | 0.3 | -2.1 | 3 | -2 | 3 | 1 | i
CC(C)CN1CCN(Cc2cn(C)c3ccccc23)CC1CCO (configuration not stated) | -9 | -4 | 0.2 | 1.8 | -0.6 | -4 | 11 | 9 | 2 | i
CCC(CC)c1nnc(NC(=O)c2cccc(S(=O)(=O)N3CCc4ccccc43)c2)s1 | -8 | 35 | -1.0 | 1.0 | 0.1 | 6 | 4 | -9 | 30 | 7.1
Cc1ccc(C)c(Oc2ncnc(N)c2[N+](=O)[O-])c1 | -2 | 21 | -0.1 | 0.4 | -1.0 | 1 | -3 | -5 | 7 | 0.7
CC(C)COC(=O)n1c(=O)oc2ccc(S(=O)(=O)N3CCCCC3)cc21 | -2 | 18 | 0.7 | -1.6 | 0.6 | 5 | 19 | -10 | -3 | -4.2
CC(NC(=O)Cn1ccsc1=N)C12CC3CC(CC(C3)C1)C2 (configuration not stated) | 3 | 6 | -3.0 | . | -1.1 | 0 | 1 | -1 | -3 | i
O=C(C(=O)N1CCN(c2ccc(F)cc2)CC1)c1c[nH]c2ccccc12 | -3 | 8 | -0.7 | -0.2 | 0.5 | 6 | 8 | 3 | -2 | -0.4
O=C(c1cccs1)N(Cc1nc2sc3c(c2c(=O)[nH]1)CCCC3)C1CCCC1 | -2 | -17 | -1.0 | . | 0.9 | 3 | 4 | -15 | 17 | i
Cc1ccc(/C=C2/C(=N)N3N=C(CC(=O)N4CCCC4)SC3=NC2=O)o1 | -4 | -6 | -1.7 | 1.6 | 0.0 | 5 | 14 | -15 | 10 | i
CN(C(=O)C(Cl)Cl)c1ccc(OC(=O)c2ccco2)cc1 | -4 | -26 | 0.0 | 0.8 | 0.6&-0.8 | -2 | 0 | -1 | -2 | -0.6
CN(C)C(CNC(=O)c1ccc(S(=O)(=O)Nc2ccccc2)cc1)c1ccco1 (configuration not stated) | . | . | . | 1.3 | 0.1 | . | 1 | -17 | 1 | 5.6
CCCCc1cc(=O)oc2cc(OCC(=O)N3CCOCC3)ccc12 | -3 | 31 | 1.9 | 1.0 | 0.4 | -3 | -11 | 6 | 5 | -0.3
COc1ccccc1NS(=O)(=O)c1ccc(C(=O)NCc2ccncc2)cc1 | 3 | . | -0.3 | -2.4 | -0.1 | . | 4 | -7 | -1 | -0.2

Screens: PubChem BioAssay, several laboratories

Only part of the results is shown; the hit share may differ from the screen's.
